PTHR1 ag = agonists of human PTHR1 parathyroid hormone receptor. Q03431. HEK293 GP2 PTHR1 cells, GloSensor cAMP luminescence, 1 h. Potency, µM (series often up to 115 µM), without a hit: top-dose activation, most hits filed as activators. 410,000 tested, 0.075% active; also: potency is read from the fitted curve at half-maximal effect; nearly all actives have a fitted effect of over 55% in size; some results filed as inactive show a strong effect at the top dose; inactives centre near -15; many of its hits are not listed in these tables
Target sequence (Q03431 whole entry, looked up): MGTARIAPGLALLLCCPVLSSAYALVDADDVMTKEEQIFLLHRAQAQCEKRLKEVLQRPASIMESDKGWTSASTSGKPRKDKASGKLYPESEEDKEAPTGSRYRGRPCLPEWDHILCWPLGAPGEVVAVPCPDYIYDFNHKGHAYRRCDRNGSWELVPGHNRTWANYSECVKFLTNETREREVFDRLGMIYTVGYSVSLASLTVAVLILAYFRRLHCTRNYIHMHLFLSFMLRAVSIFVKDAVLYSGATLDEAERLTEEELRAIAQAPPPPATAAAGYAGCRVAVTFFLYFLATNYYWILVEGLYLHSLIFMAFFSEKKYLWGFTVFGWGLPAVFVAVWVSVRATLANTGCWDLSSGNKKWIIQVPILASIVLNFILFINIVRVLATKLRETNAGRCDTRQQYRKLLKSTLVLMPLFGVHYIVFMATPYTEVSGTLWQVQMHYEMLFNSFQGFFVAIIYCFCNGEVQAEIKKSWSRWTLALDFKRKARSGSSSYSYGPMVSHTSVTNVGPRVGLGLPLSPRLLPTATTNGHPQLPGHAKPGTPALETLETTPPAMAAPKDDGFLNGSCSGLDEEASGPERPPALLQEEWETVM
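HEK-293-derived GP2 cells expressing PTHR1 and a GloSensor cAMP reporter, 3,000/well, plated overnight, given luciferin plus IBMX (each 0.5 mM as added) for 1 h at 37 °C, then compound for 1 h at 37 °C. Luminescence was read after 15 min at room temperature.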
FUS suppressor = suppressors of FUS proteinopathy in yeast; S. cerevisiae FUS-expressing, growth rescue, OD600, 24 h; Potency, µM (top dose mostly 76.6 µM), for inactives: at the highest dose growth rescue (activation), actives largely listed as activators; 390,000 tested, 0.24% active;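 also: potency is read from the fitted curve at half-maximal effect; plate controls were DMSO vehicle for no effect and reference control for full effect; nearly all actives have a fitted effect of over 55% in size; some results filed as inactive show a strong effect at the top dose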
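Cultures pregrown in 2.5% raffinose medium are shifted to minimal medium containing 2% galactose to express toxic FUS. Compounds are tested at several concentrations. After 24hr at 30C, growth is quantified at 600 nm absorbance.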
aSyn rescue = inhibitors of alpha-synuclein toxicity in yeast; AID 652106; Potency, µM (highest dose often 46.1 µM), for the others: at the top dose growth rescue (activation), most hits filed as activators; 370,000 tested, 0.14% active; Yeast expressing alpha-synuclein, growth rescue, BacTiter-Glo, 24 h; also: potency is read from the fitted curve at half-maximal effect; % of control where 0% means no effect; nearly all actives have a fitted effect of over 65% in size
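Galactose-induced alpha-syn yeast (OD600=0.02, raffinose-pregrown) + pinned cpd, 24 hr, 30 deg C; growth by BacTiter-Glo luminescence. Growth restoration scores as activation.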
Akt phos inh = inhibitors of Akt phosphorylation | Neuro2A IGF-stimulated pAkt S473 HTRF, 20 min; hits give low values | AID 651550 | 360,000 tested, 0.32% active | activity change, % for hits at 50 µM; in the data active = activity change below about -80%; inconclusive = mostly about -51% to -80%; also: % is scaled to controls: 0 for no effect and ±100 for the full control effect
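Neuro2A cells in DMEM with 0.5% FBS, overnight at 37 deg C, given compound at single 50 µM final, then IGF (6 nM final) for 20 min at 37 deg C. Lysed; phospho-Akt Ser473 by HTRF after 24 h, 665/615 ratio.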
GLP1R ag = GLP-1 receptor (human) agonism | Potency, µM (series often up to 45.6 µM), for inactives: at the top dose activation, hits mostly activators | 380,000 tested, 0.007% active | HEK293 GLP-1R CRE-luciferase, luminescence, 4-6 h; cells express a hypersensitive GLP-1R form | AID 624172 | P43220; also: potency is read from the fitted curve at half-maximal effect; % of control where 0% means no effect
Target sequence (P43220 whole entry, looked up): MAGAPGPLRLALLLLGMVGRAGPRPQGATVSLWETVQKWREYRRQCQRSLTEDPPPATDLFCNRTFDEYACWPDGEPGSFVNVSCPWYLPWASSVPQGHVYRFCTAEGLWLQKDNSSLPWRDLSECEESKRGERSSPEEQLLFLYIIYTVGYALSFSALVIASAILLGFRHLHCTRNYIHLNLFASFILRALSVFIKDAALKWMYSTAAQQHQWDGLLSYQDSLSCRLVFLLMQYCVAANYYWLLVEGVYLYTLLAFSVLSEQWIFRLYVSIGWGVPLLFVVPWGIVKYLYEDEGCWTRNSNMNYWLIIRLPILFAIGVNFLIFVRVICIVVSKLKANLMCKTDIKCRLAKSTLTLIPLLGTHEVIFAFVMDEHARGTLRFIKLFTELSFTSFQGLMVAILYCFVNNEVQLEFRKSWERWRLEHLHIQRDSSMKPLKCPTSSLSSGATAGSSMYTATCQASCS
TDP43 rescue = TDP-43 toxicity inhibition in yeast | TDP-43 expressing yeast growth rescue, BacTiter-Glo, 24 h | Potency, µM (titrated, usually from 46.1 µM), inactives show at the highest dose growth rescue (activation), hits mostly activators | 410,000 tested, 1.8% active | AID 652104; also: potency is read from the fitted curve at half-maximal effect; % of control where 0% means no effect; nearly all actives have a fitted effect of over 50% in size
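Galactose-induced TDP-43 yeast, OD600=0.02, compound pinned; 24 hr, 30 deg C; BacTiter-Glo luminescence for growth. Inhibitors of TDP-43 toxicity read as activators.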
GLP1R inv ag = GLP-1 receptor (human) inverse agonism; P43220; 410,000 tested, 1.6% active; AID 624417; Potency, µM (top dose mostly 38.3 µM), inactives show at the top dose activity change, negative = inhibition, actives largely listed as inhibitors; HEK293 GLP-1R CRE-luciferase, luminescence, 24 h; GLP-1R form is constitutively active; also: potency is read from the fitted curve at half-maximal effect; % is scaled to controls: 0 for no effect and ±100 for the full control effect; nearly all actives have a fitted effect of over 55% in size
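HEK293 cells stably co-expressing constitutively active GLP-1R and a cAMP-responsive luciferase reporter were seeded in DMEM with 10% Nu serum, given compounds after 12 h, and incubated 24 h at 37 deg C. Luminescence was then read.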
Abeta rescue = A-beta toxicity reversal in yeast. 410,000 tested, 0.063% active. Potency, µM (highest dose often 46.1 µM), for the others: at the top dose growth rescue, most hits filed as activators. AID 1347071. yeast expressing A-beta42, growth rescue, OD600, 48 h; response scale: 0% DMSO, 100% iron-clioquinol control; also: potency is read from the fitted curve at half-maximal effect; nearly all actives have a fitted effect of over 55% in size
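Growth rescue measured by 600 nm absorbance after 48 h yeast culture at 30 C with compound. Values normalized between DMSO and an equimolar ferric chloride plus clioquinol control.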
DRD3 antagonist = blocks the human D3 dopamine receptor; max response, negative = inhibition, %; D3R cells, DiscoveRx beta-arrestin luminescence, antagonist mode; hits give low values; AID 652054; 360,000 tested, 2.5% active; in the data active = max response below about -50%; inconclusive = no clear call, values can overlap the other calls; also: % is scaled to controls: 0 for no effect and ±100 for the full control effect; mostly tested at two doses, the higher about 12 µM
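Cells plated overnight at 1500 cells/well, then exposed to library compounds with dopamine controls for 90 minutes at 37 degrees C. DiscoveRx reagent added for 30–60 minutes at room temperature; luminescence read, quantitative HTS format.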
Starred values were filed as active, the others as inactive; i = inactive; ? = inconclusive; nt = not tested or not shown; & = joins results of further samples; [ ] = dose if it differs, or a comment. Unless noted, calls follow the shape of the dose curve; as a rule, active = well fitted curve in the direction sought with a large enough effect; inconclusive = small, poorly fitted or top-dose-only effect, or another doubt; inactive = no such curve, though single readings can be large; an effect the other way counts as inactive or inconclusive.

SMILES	PTHR1 ag	FUS suppressor	aSyn rescue	Akt phos inh	GLP1R ag	TDP43 rescue	GLP1R inv ag	Abeta rescue	DRD3 antagonist
O=C(NC(=S)Nc1cccc(Cl)c1Cl)C1CC1	-12%	12%	-1%	i	11%	?	?	?	-21
CCN(CC)C(=O)CSc1nnc(CCN)o1	18%[57.5 µM]	-6%	21%	i	-18%	-22%	0%	-14%	-28
O=C(NC1CC1)c1cc2c(s1)CS(=O)(=O)C2	i	2%	-1%	i	5%	-21%	48%[activator]	-11%	-13
COc1cccc2c1cc1c(=O)n(CC(=O)O)nc(C)n12	-8%	-20%	nt	nt	nt	15%	-12%	1%	nt
O=C(c1cccc2nc3ccccc3nc12)N1CCOCC1	i	0%	2%	i	6%	-4%	10%	3%	8
COC(=O)CC(NC(=O)c1cccs1)c1ccc(OC)c(OC)c1 (stereo not given)	-4%	-37%	-1%	i	5%	9%	1%	-3%	-1
CCn1cc(C(=O)Nc2ncccc2O)c(=O)c2cc(F)c(N3CCN(C(=O)c4ccco4)CC3)cc21	i	5%	?	i	-4%	?	17%	nt	49
O=C(COC(=O)[C@@H]1CCCN1C(=O)c1cccs1)Nc1cccc([N+](=O)[O-])c1	i	-7%	4%	i	17%	13%	19%	9%	12
N#Cc1ccc(C23CC4(C2)[C@H](CN(Cc2cccnc2)[C@@H]4c2ccccc2)C3c2ccccc2)cc1 (stereo not given in full)	i	36%	-1%	i	3%	-11%	?	-4%	-12
N#C/C(=C\c1ccc(N2CCOCC2)o1)c1ccccc1	-13%[57.5 µM]	21%	16%	i	7%	24%	56%[activator]	-24%	-30
O=C(COC(=O)c1nn(-c2ccccc2C(F)(F)F)cc1O)c1ccc(OC(F)F)cc1	i	-1%	-1%	i	11%	-3%	28%	-2%	-5
O=C(Cn1c(=O)ccc2cc(S(=O)(=O)N3CCCC3)ccc21)Nc1ccccc1	-2%	-9%	0%	nt	8%	0%	2%	-7%	nt
Cc1ccc(/C(N)=N/OC(=O)c2ccco2)cc1	-40%[inhibitor]	9%	-18%	i	-13%	?	7%	-40%[inhibitor]	4
CCOC(=O)c1c(C)nc2sc3c(c2c1-c1ccc(OC)cc1)NC(c1ccc(OC)cc1)NC3=O (stereo not given)	-7%[57.5 µM]	0%	-4%	i	1%	-4%	13%	3%	3
Cc1ccccc1N=Cc1cc2c(cc1O)OC(N)=C(C#N)C2c1ccccc1 (stereo not given)	-6%	nt	-8%	i	-1%	17%	1%	-2%	0
CCCc1cc(C(=O)NC2CCCCC2)no1	-13%	-23%	-1%	i	21%	30%	-8%	6%	-7
CCc1c(O)nc(SCc2ccccc2)n(C(C)CC)c1=O (stereo not given)	i	9%	-25%	i	-3%	-19%	0%	-29%	-21
Cc1ccc(NC(=O)CNc2cccc(S(=O)(=O)N3CCCC3)c2)cc1F	-22%	33%	0%	i	-1%	2%	?	5%	9
Nc1nc(COc2ccc3ccccc3c2)cs1	-21%[57.5 µM]	-4%	-41%[inhibitor]	i	8%	-19%	4%	-90%[inhibitor]	-28
CC(NC(=O)C1CCN(c2nc3ccccc3nc2C(F)(F)F)CC1)c1ccccc1 (stereo not given)	i	-3%	nt	nt	nt	14%	3%	2%	nt
Cc1cc(C)c(C#N)c(SCc2nnc(-c3ccccc3)o2)n1	-37%[inhibitor]	nt	1%	i	-38%	14%	-61%	-2%	11
Cc1cc(NC(=O)CSc2cc(C)c3ccccc3n2)no1	-5%	-19%	-5%	i	27%	2%	8%	14%	6
O=C(CN1C(=O)CSc2ccccc21)N/N=C/c1ccco1	i	-3%	0%	i	10%	-13%	2%	-19%	4
CC(=O)c1cc2c(cc1NS(=O)(=O)c1cccc(C(=O)O)c1)OCO2	21%	28%	-1%	i	-1%	-18%	11%	4%	3
O=S(=O)(NNc1ccc(Cl)nn1)c1ccc(F)cc1	-16%	6%	-1%	i	0%	-4%	50%[activator]	-10%	-7
Cc1cccc(OCc2nc(-c3cccnc3)no2)c1	-14%	-6%	2%	i	1%	0%	10%	16%	6
CCOC(=O)c1c(C)n(C)c2ccc(OC)c(NC(=O)CN3CCSCC3)c12	-38%	4%	-3%	i	-1%	1%	-3%	0%	-21
O=C(O)c1ccc(CNCc2ccc(Cl)cc2)cc1	i	nt	8%	i	-3%	-1%	1%	2%	3
Cc1cc(Cl)ccc1OCC(=O)N/N=C/c1ccc(OC2OC(CO)C(O)C(O)C2O)cc1 (stereo not given)	-2%	14%	0%	i	3%	0%	1%	-13%	-15
COc1ccc(Cl)cc1Nc1nnc(-c2ccncc2)s1	i	-16%	-8%	i	15%	12%	0%	-2%	-6
CC(=O)Nc1ccc(OCC(O)CN2CCN(c3cc(Cl)ccc3C)CC2)cc1 (stereo not given)	0%[57.5 µM]	13%	0%	i	6%	-15%	?	14%	-10
COC(=O)c1sc2ccccc2c1N	-6%	-9%	0%	i	6%	5%	9%	19%	3
COc1ccc(C)cc1NC(=O)C1COc2ccccc2C1 (stereo not given)	-13%	2%	nt	nt	nt	8%	?	17%	nt
CC1=CC(C)C(=O)N(C)C(C)=C1 (stereo not given)	i	-30%	-1%	i	11%	6%	7%	-4%	-27
CCOC(=O)C1CCN(c2ncnc3c2nnn3C)CC1	7%	-8%	nt	nt	nt	0%	3%	-21%	nt
O=C(CN(C(=O)CNS(=O)(=O)c1ccc(F)cc1)c1ccccc1)NCc1ccco1	0%	-4%	1%	i	6%	9%	-2%	-1%	5
Cc1cccc(C(=O)N/N=C/c2ccc[nH]2)c1	-23%	nt	-8%	i	-1%	0%	1%	-5%	-2
O=C(NCc1cccc(C(F)(F)F)c1)c1ccc2c(c1)OCCO2	-20%	15%	-7%	i	10%	?	?	3%	6
CC(=O)Nc1ccc(S(=O)(=O)N(Cc2cccnc2)Cc2cc3ccccc3[nH]c2=O)cc1	-21%	-7%	-6%	nt	2%	-6%	?	-12%	14
COc1ccc(C(=O)c2c(C)oc3cc([N+](=O)[O-])c(O)c([N+](=O)[O-])c23)cc1	-1%	nt	?	i	-2%	-61%[inhibitor]	-21%	-60%[inhibitor]	-27
C=C1CCN([C@@H](CC(C)C)C(=O)NCCCc2ccccc2)S(=O)(=O)c2ccccc21	-12%	34%	4%	i	0%	-8%	?	3%	16
COc1ccc(CNCCSc2nnnn2-c2ccccc2)c(OC)c1	-2%	-9%	nt	nt	nt	5%[9.22 µM]	?	7%	nt
Cc1ccc(-c2nc(CS(=O)CC(=O)N3CCN(c4ccccc4)CC3)c(C)o2)cc1 (stereo not given)	-4%	18%&20%	23%	i	7%	?	?	3%&1%	-3
CC(=O)Cc1cc(=O)c2c(C)cc(O)c(C3OC(CO)C(O)C(O)C3O)c2o1 (stereo not given)	-21%	-23%	-8%	i	2%	2%	13%	-21%	2
O=c1c2cc(-c3ccccc3)sc2nc2n1N=C(c1ccccc1)CS2	-58%	21%	7%	i	0%	-10%	21%	1%	-6
COc1ccc(-c2cc3nc(C)cc(NCCO)n3n2)cc1	i	-4%	-5%	i	13%	-17%	46%[activator]	-22%	-25
O=C(NCc1ccc(Cl)cc1)C1CCN(S(=O)(=O)c2cc([N+](=O)[O-])ccc2Cl)CC1	-56%[inhibitor]	9%	-4%	i	10%	13%	-22%	-2%	28
N#CC1(C#N)C(C(=O)C23CC4CC(CC(C4)C2)C3)C12CCOCC2 (stereo not given)	i	-9%	-3%	i	-2%	11%	-4%[7.66 µM]	3%	-5
Cc1ccc(-c2noc(CN(C(=O)c3cccc(Br)c3)C(C)C)n2)cc1	-18%	37%	3%	i	-3%	-40%[inhibitor]	?	-15%	-29
C[C@@H]([C@@H](O)c1ccccc1)N(C)C(=O)C(N)Cc1ccccc1 (stereo not given in full)	-12%	-15%	1%	i	-2%	4%	18%	-39%[inhibitor]	-2
Cc1ccc(NC(=O)NCc2ccc3c(c2)OCO3)cc1C	-9%	-16%	1%	i	9%	-2%	15%	10%	1
CCN(CC)S(=O)(=O)c1ccc2c(c1)c(=O)c(C(=O)NCc1cccs1)cn2C	-3%	nt	3%	i	2%	17%	-11%	12%	1
CC(=O)c1cc(OC(=O)N2CCOCC2)ccc1OC(=O)N1CCOCC1	-7%[57.5 µM]	9%	0%	i	-6%	10%	2%	11%	6
CCOC(=O)c1cnn(-c2sc(C(=O)OCC)c(C)c2C(=O)OCC)c1N	-78%[inhibitor][57.5 µM]	-8%	-2%	i	3%	-28%	9%	-8%	-30
CCOC(=O)C1CCCN(C(=O)c2ccc3nc(-c4ccccc4)c(-c4ccccc4)nc3c2)C1 (stereo not given)	-5%	?	6%	nt	11%	5%	?	-11%	0
O=C(O)c1cccnc1Sc1ccccc1	-11%	nt	-2%	i	-19%	-2%	11%	10%	-16
Cc1csc(NC(=O)CN(C)S(=O)(=O)c2cccc3cccnc23)n1	-3%	-10%	4%	i	11%	12%	9%	-1%	3

Some entries already given, reduced to PTHR1 ag and Abeta rescue.
Structure	PTHR1 ag	Abeta rescue
COc1ccc(-c2cc3nc(C)cc(NCCO)n3n2)cc1	i	-22%
CCOC(=O)c1c(C)n(C)c2ccc(OC)c(NC(=O)CN3CCSCC3)c12	-38%	0%
O=C(COC(=O)c1nn(-c2ccccc2C(F)(F)F)cc1O)c1ccc(OC(F)F)cc1	i	-2%

Screening data from PubChem BioAssay.

A portion of the library; count on the stated rates, not on these rows.
